Screens as filed in PubChem.
mHTT-CaM PPI inh: disrupts binding of mutant huntingtin to calmodulin; P42858; inhibition, % at 15 µM; AID 1671202; actives 3.6% (n = 190,000); AlphaScreen His-mHTT/GST-CaM binding, luminescence;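 further: 0% = both proteins with DMSO and 100% = one protein alone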
Target sequence (P42858 whole entry, looked up, stated change not applied): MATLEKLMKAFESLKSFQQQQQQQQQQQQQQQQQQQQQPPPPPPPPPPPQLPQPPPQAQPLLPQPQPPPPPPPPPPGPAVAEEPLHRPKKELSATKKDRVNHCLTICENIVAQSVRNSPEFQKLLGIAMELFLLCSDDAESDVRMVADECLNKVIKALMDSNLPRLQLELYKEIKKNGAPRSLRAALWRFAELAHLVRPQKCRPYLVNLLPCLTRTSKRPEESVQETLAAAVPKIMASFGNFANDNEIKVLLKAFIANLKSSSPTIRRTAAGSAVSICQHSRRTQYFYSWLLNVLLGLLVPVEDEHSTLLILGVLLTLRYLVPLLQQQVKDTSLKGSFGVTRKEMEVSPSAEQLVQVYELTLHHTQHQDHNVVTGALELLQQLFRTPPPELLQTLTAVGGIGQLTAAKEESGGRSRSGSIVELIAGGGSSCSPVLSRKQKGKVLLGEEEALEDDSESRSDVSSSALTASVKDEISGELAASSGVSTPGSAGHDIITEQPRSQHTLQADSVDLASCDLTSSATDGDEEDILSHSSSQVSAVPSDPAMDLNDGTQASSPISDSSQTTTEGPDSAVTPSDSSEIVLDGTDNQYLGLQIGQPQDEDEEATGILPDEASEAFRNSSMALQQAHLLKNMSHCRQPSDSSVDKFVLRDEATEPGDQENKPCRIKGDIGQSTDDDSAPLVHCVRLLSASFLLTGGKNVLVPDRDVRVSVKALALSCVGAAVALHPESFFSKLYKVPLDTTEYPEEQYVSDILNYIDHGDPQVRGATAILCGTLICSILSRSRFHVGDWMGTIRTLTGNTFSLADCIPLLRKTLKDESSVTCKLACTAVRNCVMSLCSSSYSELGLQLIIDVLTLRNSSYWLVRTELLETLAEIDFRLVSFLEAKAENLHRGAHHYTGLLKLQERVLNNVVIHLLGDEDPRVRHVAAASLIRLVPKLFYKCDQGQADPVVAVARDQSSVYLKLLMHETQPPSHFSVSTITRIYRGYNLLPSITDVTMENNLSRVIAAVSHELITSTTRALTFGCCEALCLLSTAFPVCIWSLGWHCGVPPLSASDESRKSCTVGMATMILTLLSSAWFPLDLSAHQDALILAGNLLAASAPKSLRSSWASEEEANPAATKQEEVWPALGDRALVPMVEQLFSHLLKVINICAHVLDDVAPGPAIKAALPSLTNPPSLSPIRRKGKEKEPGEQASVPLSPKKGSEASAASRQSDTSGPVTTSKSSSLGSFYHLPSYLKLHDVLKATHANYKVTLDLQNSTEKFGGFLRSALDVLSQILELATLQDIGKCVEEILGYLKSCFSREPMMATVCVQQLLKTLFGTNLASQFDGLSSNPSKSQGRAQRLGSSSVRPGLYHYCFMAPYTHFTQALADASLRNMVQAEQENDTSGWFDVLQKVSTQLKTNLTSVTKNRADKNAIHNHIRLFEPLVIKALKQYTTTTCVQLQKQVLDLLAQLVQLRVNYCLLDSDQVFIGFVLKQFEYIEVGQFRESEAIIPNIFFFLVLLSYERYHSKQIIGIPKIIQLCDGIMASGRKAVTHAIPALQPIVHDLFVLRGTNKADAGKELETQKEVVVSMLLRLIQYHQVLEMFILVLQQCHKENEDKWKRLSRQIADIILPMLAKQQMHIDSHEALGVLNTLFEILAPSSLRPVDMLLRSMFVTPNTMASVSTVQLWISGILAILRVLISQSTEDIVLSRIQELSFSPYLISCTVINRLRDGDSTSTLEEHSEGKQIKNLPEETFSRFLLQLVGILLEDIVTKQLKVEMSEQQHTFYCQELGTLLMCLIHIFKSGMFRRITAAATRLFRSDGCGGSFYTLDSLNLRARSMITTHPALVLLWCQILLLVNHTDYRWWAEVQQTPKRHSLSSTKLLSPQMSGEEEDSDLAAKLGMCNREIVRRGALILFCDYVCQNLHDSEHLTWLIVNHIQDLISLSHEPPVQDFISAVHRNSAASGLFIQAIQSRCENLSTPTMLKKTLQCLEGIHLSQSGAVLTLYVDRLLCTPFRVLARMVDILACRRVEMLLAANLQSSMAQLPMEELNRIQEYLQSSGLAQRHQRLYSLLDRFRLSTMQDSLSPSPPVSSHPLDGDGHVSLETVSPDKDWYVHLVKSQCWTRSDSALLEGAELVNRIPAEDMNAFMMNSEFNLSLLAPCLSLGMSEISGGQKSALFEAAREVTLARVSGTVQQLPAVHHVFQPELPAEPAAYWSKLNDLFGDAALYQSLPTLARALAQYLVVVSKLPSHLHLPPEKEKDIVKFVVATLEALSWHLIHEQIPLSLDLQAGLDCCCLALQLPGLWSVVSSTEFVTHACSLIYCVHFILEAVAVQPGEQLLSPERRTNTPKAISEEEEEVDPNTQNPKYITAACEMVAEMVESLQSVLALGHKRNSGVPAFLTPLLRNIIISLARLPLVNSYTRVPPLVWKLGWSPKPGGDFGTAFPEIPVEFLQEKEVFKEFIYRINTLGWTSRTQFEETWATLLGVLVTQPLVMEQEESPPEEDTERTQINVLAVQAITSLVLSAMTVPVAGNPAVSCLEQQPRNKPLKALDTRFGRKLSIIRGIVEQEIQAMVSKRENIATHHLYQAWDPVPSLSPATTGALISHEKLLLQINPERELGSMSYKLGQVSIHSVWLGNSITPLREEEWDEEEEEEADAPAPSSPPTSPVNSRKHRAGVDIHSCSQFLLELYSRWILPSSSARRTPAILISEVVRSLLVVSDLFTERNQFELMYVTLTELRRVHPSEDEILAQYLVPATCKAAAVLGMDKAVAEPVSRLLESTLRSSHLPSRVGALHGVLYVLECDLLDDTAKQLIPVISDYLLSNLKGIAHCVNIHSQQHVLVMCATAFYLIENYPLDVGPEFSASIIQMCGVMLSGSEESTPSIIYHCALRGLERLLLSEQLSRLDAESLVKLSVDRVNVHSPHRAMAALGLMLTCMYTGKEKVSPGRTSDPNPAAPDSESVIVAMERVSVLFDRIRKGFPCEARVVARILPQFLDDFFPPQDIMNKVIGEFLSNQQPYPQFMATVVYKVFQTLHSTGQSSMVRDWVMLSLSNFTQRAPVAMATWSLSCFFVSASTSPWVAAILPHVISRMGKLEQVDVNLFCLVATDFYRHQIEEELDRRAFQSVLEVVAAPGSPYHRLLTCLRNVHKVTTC
Pf apPOL inh: Pf-apPOL DNA polymerase inhibition | Recombinant Pf-apPOL, molecular beacon fluorescence, 1.5 h | inhibition, % at 10 µM | actives 0.25% (n = 210,000) | AID 1794808
An asterisk follows results filed as active; i = inactive; nt = not tested or not shown; & = joins results of further samples. No stated cut-off is given here; in the data, active means inhibition above about 50%; inactive means the rest.

mol,mHTT-CaM PPI inh,Pf apPOL inh
CN1CCN(C(=O)C23CC4CC(C2)CC(n2nc([N+](=O)[O-])nc2Br)(C4)C3)CC1,5.0,3.0
CC(C)c1ccc(OCC(=O)O/N=C(\N)c2ccncc2)c(Br)c1,i,4.8
CCOC1CCN(C(=O)NC2CCCC2)CC1,-2.4,-1.8
CCOc1ccccc1NC(=O)N1CCCC1c1nc(-c2cccc(OC)c2)no1 (stereo unspecified),5.1,-0.1
CC(C)CCNC(=O)CN1N=C(c2ccc(Cl)cc2)CCC1=O,9.0,-17.7
Cc1ccc(C(=O)Nc2c(C)cc(C)c3cccnc23)cc1,-12.9,1.2
COc1cc(/C=C2/N=C(c3cc(C)ccc3[N+](=O)[O-])OC2=O)cc(OC)c1OC,7.0,-0.8
Cc1c(C(=O)Nc2ccc(F)cc2)oc2ccc(S(=O)(=O)N3CCCC3)cc12,36.0,-14.0
O=C(CCSc1ccccc1)NCC1CCN(Cc2cccs2)CC1,-4.2,0.3
CN(C)c1ccc(NC(=O)CCC2CCCCC2)cc1,63.1*,-2.5
Cn1c(CSc2ccccc2)n[nH]c1=S,nt,3.2
Cc1cc(I)ccc1N1C(=O)CC(Sc2ncccc2C(=O)O)C1=O (stereo unspecified),1.1,-12.2
CC(=O)c1ccc(NC(=O)CN2CCN(c3ncnc4c3nnn4C)CC2)cc1,-8.6,-6.7
CCC(C)NC(=O)c1ccc2ncnc(N3CCCC3)c2c1 (stereo unspecified),3.5,4.3
CC(C)n1cnnc1C1CCN(C(=O)Cc2ccccc2F)CC1,-9.5,-0.5
CC(C)(C)S(=O)(=O)C(C#N)=CNN=Cc1c(Cl)cccc1Cl,nt,-8.5&-5.2
Cc1cc(C)c(NC(=O)c2ccc(Cl)cc2[N+](=O)[O-])c(C)c1,1.8,-4.4
Cc1ccc(C=Nc2ccc(Br)cc2)cc1,1.0,1.9
Cc1c(C)c2ccc(OCc3ccc(C(=O)O)o3)c(C)c2oc1=O,5.0,6.0
COc1cc(/C=C2/C(=O)N(c3ccc(C)c(Cl)c3)N=C2C)c([N+](=O)[O-])cc1OC,2.0,6.5
COc1cccc(C(=O)NN=C(C)c2ccccc2O)c1,nt,16.8&4.1
Cc1cc(C)c(C)c(S(=O)(=O)N2CCCN(C3CCN(CC4CC4)C3=O)CC2)c1C (stereo unspecified),11.6,0.9
CSc1nn(-c2ccccc2)c(-c2ccc(OC(F)(F)F)cc2)c1C#N,nt,-1.5
O=C(O)c1cc(NS(=O)(=O)c2ccc(NCc3ccccc3)c([N+](=O)[O-])c2)cc(C(=O)O)c1,3.4,-8.8
Cc1noc(-c2ccc(=O)n(CCOc3ccccc3)c2)n1,-10.8,-14.3
Oc1ccc(C=NCC2(c3ccccc3)CCCC2)cc1,2.0,-1.3
O=c1ccc(-c2noc(-c3nccc4ccccc34)n2)c[nH]1,-2.1,1.8
N#CC(Nc1ccc(C(F)(F)F)cc1)c1ccccc1 (stereo unspecified),nt,-0.9&-7.9
O=C1c2ccccc2C(=O)c2c1oc1c3c(ccc21)OCN(Cc1ccco1)C3,93.0*,-4.8
O=C(CSc1nc2ccc([N+](=O)[O-])cc2[nH]1)c1ccc(Br)cc1,2.4,7.3
CCOc1ccc(C=CC(=O)N2CCC(C)CC2)cc1OC,-1.7,-8.1
O=C(Cc1ccc([N+](=O)[O-])cc1)Nc1ccc2c(c1)OCCO2,1.0,-3.3
O=C1CC(c2ccco2)CC2=C1C(c1ccccc1)C1=C(N2)c2ccccc2C1=O (stereo unspecified),28.0,-7.0
CN(C)c1ccc(/C=C(\C#N)c2ccc([N+](=O)[O-])cc2)cc1,9.4,-2.4
Cc1ccc2c(c1)C(=O)NC1(CCN(C(=O)NC3CCCCC3)CC1)N2C,-0.2,0.3
CCOC(=O)N1CCN(Cc2ccccc2F)CC1,-0.8,-10.6
Cc1cccc(-n2c(=O)n(C3CC3)c(=O)c3c2ncn3Cc2cccc(F)c2)c1,9.6,2.3
Cc1nc2c3c4c(sc3nc(C)n2n1)CCCC4,-4.1,-10.3
Cc1ccc(C)c(NC(=O)c2ccc(Cl)cc2)c1,-5.9,-9.3
Cc1cccc(C(=O)N2CCC(COc3ccc(C(=O)NC(C)C)cc3)CC2)c1,10.0,1.9
COc1ccccc1C=CC=C1Oc2c(ccc(O)c2CN2CCCC2)C1=O,36.2,-14.2
O=C1C(Nc2cccc(I)c2)=C(N2CCCCC2)C(=O)c2ccccc21,92.0*,23.7
COc1ccc(-c2cc3nc4c(c(=O)n3[nH]2)CN(C(=O)CSc2ccccc2)CC4)cc1,9.5,2.9
CC(=O)N1CCc2cc(N3CC(C(=O)NCc4ccc5c(c4)OCO5)CC3=O)ccc21 (stereo unspecified),-3.4,-5.4
Cc1cc2nc(CN3CCN(c4ccccn4)CC3)c(=O)[nH]c2cc1C,-4.6,-3.5
CCOC(=O)c1cc(C#N)c(C)nc1N(CC)CC,nt,-4.1
Oc1oc(-c2ccccc2F)nc1C=Nc1ccccc1I,2.0,-0.4
Ic1ccc(Nc2ncnc3c2cnn3-c2ccccc2)cc1,1.0,0.1
Cc1ccc(-c2cc(C(=O)Nc3nn[nH]n3)c3ccccc3n2)o1,18.6,1.5
O=C(Nc1ccc(NC(=O)c2ccc(Cl)cc2Cl)cc1)c1cccs1,-3.1,-5.2
COc1cccc(CNC(=O)C2CCCN(c3cn[nH]c(=O)c3)C2)c1OC (stereo unspecified),-1.0,-2.4
COc1ccccc1CNC(=O)c1ccc(C)cc1,-6.2,-0.4
CCc1c(C)c(C#N)c2nc3ccccc3n2c1NCCC(C)C,-14.0,-2.2
CCCCN(C(=O)c1cccc(C(F)(F)F)c1)C1CCS(=O)(=O)C1 (stereo unspecified),-2.4,-2.9
CC12COC3(C(=O)Nc4ccc([N+](=O)[O-])cc4)CC1CCC32C (stereo unspecified),-3.0&2.0,-8.8&44.9
Cc1cc(N2CCN(C)CC2)nc(N2CCN(C(=O)c3c(F)cccc3F)CC2)n1,-11.5,-6.0
COC(=O)c1ccc(CSCCN)o1,nt,-0.5
Fc1ccc(NCn2nnc3ccccc32)c(F)c1F,-4.0,nt
CN1C(=O)Cc2ccccc2C1C(=O)NCc1ccc(F)cc1Cl (stereo unspecified),5.1,0.1
CCOc1cc(-c2cccs2)cc(=O)c2c(C)oc(C)c12,55.2*,-5.3

Later entries:
mol,mHTT-CaM PPI inh,Pf apPOL inh
CCCc1ccc(C(=O)NNc2c(Cl)cncc2Cl)cc1,nt,-24.5
Cc1cc(CN2CCOCC2)c(O)c(C)n1,3.2,-2.3
COc1ccc2c(c1)CCCN2C(=O)c1ccc(C(=O)c2ccccc2)cc1,7.7,-1.7
O=C(Nc1cc(Cl)cc(Cl)c1)c1ccc(F)c(S(=O)(=O)NC2CCCCC2)c1,8.0,-22.6
N/C(=N\OC(=O)CCCOc1ccc(Cl)cc1Cl)c1nonc1N,i,-0.8
c1ccc(-c2noc(CSc3nc(-c4ccccc4)c(-c4ccccc4)[nH]3)n2)cc1,26.2,nt
CC(=O)c1cccc(NC(=O)Cn2cncc(C)c2=O)c1,-2.9,1.0
CN(C)CCNC(=O)c1cccc2c1CCN2C(=O)Nc1ccccc1,3.7,1.5
Cc1ccc(S(=O)(=O)N2CCC(CCNC(=O)Nc3ccccc3C)CC2)cc1,26.8,-1.0
COc1ccc(OC)c(-c2cc3ccc(OC(C)=O)cc3oc2=O)c1,1.9,-7.6
COc1cccc(-n2ccn3cc(-c4ccccc4C)nc3c2=O)c1,-2.7,-4.4
Cn1c2ccccc2c2c(C(=O)N3CCCCCC3)cn(C3CCCC3)c(=O)c21,0.0,-7.2
O=C(CSc1ncnc2c1sc1ccccc12)Nc1ccc(Br)cc1,4.0,-12.0
O=C(c1ccc2c(c1)OCO2)N1CC(=O)N(CCc2ccccc2)C(=O)C1,7.0,3.1
CC12CN3CC(C)(CN(C1)C31C(=O)Nc3ccc(Br)cc31)C2=O (stereo unspecified),3.0,-5.4
CCc1cc(CN(CC)CC)[nH]n1,-6.1,-8.3
Clc1ccc(-c2nc3sc(-c4ccc(Cl)cc4)nc3s2)cc1,-0.9,nt
COc1ccc(S(=O)(=O)NCCC23CC4CC(CC(C4)C2)C3)cc1OC,3.1,4.8
CC(C)N1C(=O)C(C)N(C(=O)NCc2ccc(N(C)C)cc2)c2cccnc21 (stereo unspecified),36.3,5.6
O=C(Cc1ccc(Cl)cc1)Nc1ccc2c(c1)C(=O)N(CC1CCCO1)C2=O (stereo unspecified),-1.7,-1.7
c1ccc(-c2n[nH]c(C3CCN(Cc4ccco4)CC3)n2)cc1,18.7,1.1
O=C(c1cccnc1)N1CCN(Cc2ccccc2[N+](=O)[O-])CC1,-1.6,-11.4
COc1ccc(/C=C/S(=O)(=O)NCCc2ccccc2)c(CNC(=O)OC(C)(C)C)c1,24.0,3.7
O=C(NCCc1ccccc1Cl)c1ccc2nc3cc(Cl)ccc3c(=O)n2c1,3.0,-5.0
O=C(c1ccc(Cl)cc1)N1CCc2[nH]ncc2C1,0.0,-4.5
CN(C)c1nc(/C(N)=N\O)nc(N(C)C)n1,i,nt
Cc1cc2n(n1)CCCN2C(=O)CCC(=O)NCc1cccc(F)c1,-6.4,-1.8
COc1cc(C(=O)NCc2cccnc2)cc(OC)c1OC,-2.0,1.4
O=C(NC1CCCC1)C(c1cc2c(cc1[N+](=O)[O-])OCO2)N1CCC(Cc2ccccc2)CC1 (stereo unspecified),39.0,3.7
CC1=NN(c2ccccc2)C(=O)/C1=C/c1cc([N+](=O)[O-])c(Cl)cc1Cl,45.0,-3.9
CCC(=O)Nc1cccc(-c2nc3ncccc3o2)c1,3.0,0.8
CCN(CCN(C)C)Cc1cc(OC)c(OC)cc1[N+](=O)[O-],4.8,2.2
CNc1ncnc(Sc2ccc(Cl)cc2)c1[N+](=O)[O-],nt,-7.3
Cc1nc(Nc2ccc(F)cn2)sc1C(=O)N1CCc2ccccc2C1,64.6*,-3.0
Cc1cnc(NC(=O)C(C)n2nnc3ccccc3c2=O)s1 (stereo unspecified),-0.4,6.4
CCOc1ccccc1/C=C1\N=C(c2ccc(OC)c(OC)c2)OC1=O,-1.0,-2.1
COCCNC(=O)c1cc(Sc2ccc(F)cc2F)nc2ccccc12,-5.0,-9.6
COc1ccc(Cl)cc1NC(=O)c1ccc(N(Cc2ccccc2Cl)S(C)(=O)=O)cc1,-12.4,-19.2
O=C(c1ccccc1F)N1CCN(c2ccccn2)CC1,-6.0,-3.3
CCC1(C)CC(CC#N)(c2ccccc2OC)CCO1 (stereo unspecified),-13.0&-21.0,1.0&-3.0
CCn1c(SCC(=O)c2ccc([N+](=O)[O-])cc2)nnc1-c1ccncc1,7.0,-2.4
COc1ccc(N2C=C(C#N)S(=O)(=O)c3c(F)cccc32)cc1OC,-1.5,1.4
CN1[C@@H](c2ccccc2)COc2c(Cl)cccc2S1(=O)=O,-25.7,-2.6
CC12C=CC(O1)C1C(=O)N(c3cc(C(F)(F)F)ccc3Cl)C(=O)C12 (stereo unspecified),-4.0,2.9
Cc1ncn(-c2ccc(CNC(=O)C3CCCCC3)cc2)c1C,11.3,1.9
Cc1c(C(=O)Nc2ccccc2Br)oc2ccc(S(=O)(=O)N3CCCC3)cc12,14.0,-7.4
COc1cccc(C=C2Oc3c(ccc(O)c3CN3CCC(C)CC3)C2=O)c1OC,15.9,-7.2
CCCn1cnnc1C1CCCN(Cc2sccc2C)C1 (stereo unspecified),12.9,-2.6
CC1(C)Cc2nc3sc4c(=O)n(Cc5ccccc5)cnc4c3cc2CO1,-2.0,-3.3
CCc1csc(-c2ccc(CNC(=O)C3CC3)cc2)n1,-2.0,-2.6
Cc1ccc([N+](=O)[O-])cc1NC(=O)COc1cccc(Cl)c1,-6.3,-2.1
COc1ccc(-n2ccc(NC(=O)Cc3cccc(OC)c3)n2)cc1,-0.2,-2.8
COc1cccc(-c2cn3c(n2)N(C(=O)C2CCCO2)CCC3)c1 (stereo unspecified),17.1,-3.9
Cc1cc(C)n(-c2cc(N3CCCC(C(=O)Nc4cc(C)on4)C3)ncn2)n1 (stereo unspecified),-11.9,-2.6
CCOC(=O)c1cc(Sc2cccc(OC)c2)cc(C(=O)OCC)n1,nt,-2.8
CN(C)c1cccc(C(=O)NC2CCN(c3ccc(F)cc3)C2=O)c1 (stereo unspecified),-1.2,0.0
CN(N=Cc1cc(Cl)cc(Cl)c1O)C(=S)SCc1c(F)cccc1Cl,nt,4.9
O=c1cc2ncc(-n3cc([N+](=O)[O-])cn3)cn2[nH]1,29.4,nt
COc1ccccc1CNC(=O)C(=O)Nc1ccccc1C#N,-3.8,-0.5
